High-throughput results deposited in PubChem BioAssay by National Center for Advancing Translational Sciences (NCATS).
GLP-1R agonist – agonists of human GLP-1 receptor; HEK293 GLP-1R CRE-luciferase, luminescence, 4-6 h; cells express a hypersensitive GLP-1R form; Potency, µM (doses to about 45.6 µM), without a hit: at the top dose activation, hits mostly activators; P43220; actives 0.007% (n = 380,000); further: potency means the concentration at half of the fitted maximal effect; % of control where 0% means no effect
pAkt inh – inhibitors of Akt phosphorylation; activity change, % for hits at 50 µM; AID 651550; actives 0.32% (n = 360,000); Neuro2A IGF-stimulated pAkt S473 HTRF, 20 min; stronger effect = lower value; in the data active means activity change below about -80%; inconclusive means mostly about -51% to -80%; further: on the % scale 0 is the no-effect control and ±100 the full control effect
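Neuro2A cells (4,500/well, DMEM with 0.5% FBS) were treated with compound at a single 50 µM final concentration, stimulated with 6 nM IGF for 20 min at 37 °C, and lysed. Phospho-Akt Ser473 was read by HTRF as 665/615 ratio ×10^4.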
DRD3 antagonist – antagonists of human D3 dopamine receptor; actives 2.5% (n = 360,000); P35462; AID 652054; max response, negative = inhibition, %; D3R cells, DiscoveRx beta-arrestin luminescence, antagonist mode; stronger effect = lower value; in the data active means max response below about -50%; inconclusive means no clear call, values can overlap the other calls; further: on the % scale 0 is the no-effect control and ±100 the full control effect; mostly tested at two doses, the higher about 12 µM
Target sequence (P35462 whole entry, looked up): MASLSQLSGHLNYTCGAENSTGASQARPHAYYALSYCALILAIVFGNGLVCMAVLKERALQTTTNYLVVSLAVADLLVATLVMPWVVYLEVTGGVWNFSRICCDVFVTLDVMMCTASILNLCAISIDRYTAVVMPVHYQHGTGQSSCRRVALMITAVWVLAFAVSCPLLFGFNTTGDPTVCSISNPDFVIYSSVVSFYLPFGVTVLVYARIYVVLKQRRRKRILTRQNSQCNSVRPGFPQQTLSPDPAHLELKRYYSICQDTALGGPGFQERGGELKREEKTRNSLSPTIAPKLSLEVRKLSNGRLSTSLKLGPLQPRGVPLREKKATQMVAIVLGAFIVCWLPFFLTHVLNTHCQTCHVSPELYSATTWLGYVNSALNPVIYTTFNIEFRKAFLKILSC
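Cells expressing the human receptor were seeded at 1500 cells/well, incubated overnight at 37 degrees C in 5% CO2, then exposed to library compounds with dopamine controls for 90 minutes at 37 degrees C before luminescent detection.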
TDP43 rescue – inhibitors of TDP-43 toxicity in yeast. TDP-43 expressing yeast growth rescue, BacTiter-Glo, 24 h. Potency, µM (highest dose often 46.1 µM), without a hit: top-dose growth rescue (activation), most hits filed as activators. actives 1.8% (n = 410,000). AID 652104; further: potency means the concentration at half of the fitted maximal effect; % of control where 0% means no effect; nearly all actives have a fitted effect of over 50% in size
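Galactose-induced TDP-43 yeast, OD600=0.02, compound pinned; 24 hr, 30 deg C; BacTiter-Glo luminescence for growth. Inhibitors of TDP-43 toxicity read as activators.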
aSyn yeast inh – rescues yeast growth from alpha-synuclein toxicity. AID 652106. actives 0.14% (n = 370,000). Potency, µM (top dose mostly 46.1 µM), for the others: at the highest dose growth rescue (activation), most hits filed as activators. Yeast expressing alpha-synuclein, growth rescue, BacTiter-Glo, 24 h; further: potency means the concentration at half of the fitted maximal effect; % of control where 0% means no effect; nearly all actives have a fitted effect of over 65% in size
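Screening used galactose-induced yeast with toxic alpha-synuclein levels, exposed to compound for 24 hr at 30 deg C. Cell growth, read with BacTiter-Glo luminescence, gave the measured signal.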
GLP-1R inv ag – acts as inverse agonist at human GLP-1 receptor. P43220. HEK293 GLP-1R CRE-luciferase, luminescence, 24 h; GLP-1R form is constitutively active. Potency, µM (highest dose often 38.3 µM), for inactives: at the top dose activity change, negative = inhibition, actives largely listed as inhibitors. actives 1.6% (n = 410,000). AID 624417; further: potency means the concentration at half of the fitted maximal effect; on the % scale 0 is the no-effect control and ±100 the full control effect; nearly all actives have a fitted effect of over 55% in size
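Inverse agonists were sought by their lowering of basal cAMP reporter luciferase output in HEK293 cells stably carrying constitutively active human GLP-1R, after 24 h compound treatment.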
FUS suppressor – rescues growth of FUS-expressing yeast. S. cerevisiae FUS-expressing, growth rescue, OD600, 24 h. Potency, µM (doses to about 76.6 µM), inactives show at the highest dose growth rescue (activation), actives largely listed as activators. actives 0.24% (n = 390,000). AID 1347120;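 further: potency means the concentration at half of the fitted maximal effect; plate controls were DMSO vehicle for no effect and reference control for full effect; nearly all actives have a fitted effect of over 55% in size; some results filed as inactive show a strong effect at the top dose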
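Absorbance at 600 nm, taken 24hr after compound addition, measured rescue of FUS-yeast growth at 30C. Induction used 2% galactose with seeding at OD 0.005. Controls: CP55940 from 92uM final, DMSO only.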
PTHR1 ag – agonists of human PTHR1 parathyroid hormone receptor; Q03431; HEK293 GP2 PTHR1 cells, GloSensor cAMP luminescence, 1 h; Potency, µM (doses to about 115 µM), for inactives: at the highest dose activation, actives largely listed as activators; actives 0.075% (n = 410,000); AID 743266; further: potency means the concentration at half of the fitted maximal effect; nearly all actives have a fitted effect of over 55% in size; some results filed as inactive show a strong effect at the top dose; inactives centre near -15; many of its hits are not listed in these tables
Target sequence (Q03431 whole entry, looked up): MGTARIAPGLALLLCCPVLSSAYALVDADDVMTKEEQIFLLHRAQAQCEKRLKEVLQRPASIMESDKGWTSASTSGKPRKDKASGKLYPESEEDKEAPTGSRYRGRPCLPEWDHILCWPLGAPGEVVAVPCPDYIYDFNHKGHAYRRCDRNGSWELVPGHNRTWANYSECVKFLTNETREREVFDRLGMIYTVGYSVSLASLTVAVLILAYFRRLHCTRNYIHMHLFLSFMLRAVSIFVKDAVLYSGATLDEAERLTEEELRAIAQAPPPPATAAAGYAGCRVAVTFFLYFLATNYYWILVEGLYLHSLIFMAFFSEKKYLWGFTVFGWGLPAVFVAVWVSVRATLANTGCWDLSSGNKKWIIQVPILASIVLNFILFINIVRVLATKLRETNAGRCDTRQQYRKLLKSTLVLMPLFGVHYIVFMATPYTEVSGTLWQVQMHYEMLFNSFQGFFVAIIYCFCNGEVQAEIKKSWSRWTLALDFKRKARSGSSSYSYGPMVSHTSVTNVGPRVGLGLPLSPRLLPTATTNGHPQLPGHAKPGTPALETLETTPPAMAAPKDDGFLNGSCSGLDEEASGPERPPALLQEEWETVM
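HEK-293-derived GP2 cells expressing PTHR1 and a GloSensor cAMP reporter, 3,000/well, plated overnight, given luciferin plus IBMX (each 0.5 mM as added) for 1 h at 37 °C, then compound for 1 h at 37 °C. Luminescence was read after 15 min at room temperature.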
Abeta rescue – restores growth of yeast expressing A-beta42 peptide. yeast expressing A-beta42, growth rescue, OD600, 48 h; response scale: 0% DMSO, 100% iron-clioquinol control. Potency, µM (series often up to 46.1 µM), without a hit: top-dose growth rescue, most hits filed as activators. actives 0.063% (n = 410,000). AID 1347071; further: potency means the concentration at half of the fitted maximal effect; nearly all actives have a fitted effect of over 55% in size
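Yeast growth medium received pinned compounds, then yeast cells expressing toxic A-beta were added; plates incubated at 30 C for 48 hr. Growth read as absorbance at 600 nm, normalized to DMSO and equimolar FeCl3 plus clioquinol controls.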
Numbers without * were called inactive; i = inactive; ? = inconclusive; . = no result given; [ ] = another dose, or the depositor's remark. Unless noted, the call rests on the fitted dose curve; in most records, active means well fitted curve in the direction sought with a large enough effect; inconclusive means small, poorly fitted or top-dose-only effect, or another doubt; inactive means no such curve, though single readings can be large; an effect the other way counts as inactive or inconclusive. Some of the compounds tested, so the mix of outcomes need not match the whole.

SMILES	GLP-1R agonist	pAkt inh	DRD3 antagonist	TDP43 rescue	aSyn yeast inh	GLP-1R inv ag	FUS suppressor	PTHR1 ag	Abeta rescue
CN(Cc1ccccc1)C(=O)c1[nH]cnc1C(=O)Nc1ccon1	1%	i	-8	15%	-3%	34%[activator]	-8%	-23%	5%
O=C(Cn1cc(C(F)(F)F)ccc1=O)Nc1ccc(N2CCOCC2)cc1	1%	i	2	0%	2%	46%[activator]	-2%	-3%	-5%
O=C(Nc1ccc(C(=O)N2CCOCC2)cc1)Nc1ccc(Cl)cc1Cl	-1%	i	-3	17%	0%	?	-43%	-43%[inhibitor]	11%
CC(=O)Nc1ccc(S(=O)(=O)NCCC(=O)N2CCN(C(c3ccccc3)c3ccccc3)CC2)cc1	-12%	i	-15	-4%	0%	?	?	-23%	-5%
Cc1nc(N)nc(Cl)c1Cc1ccc(Cl)cc1	-9%	i	-2	4%	1%	9%	-4%	8%	12%
S=C(Nc1ccc(Cl)c(Cl)c1)NN1CCOCC1	-3%	i	-10	-11%	6%	-17%	.	i	0%
O=C(C1CC1)N(Cc1nc2ccccc2c(=O)[nH]1)Cc1cccs1	7%	i	1	?	1%	-32%	-11%	-14%	8%
CCN1CCN(S(=O)(=O)c2ccc(Cl)c(C(=O)N(C)CCOc3ccc(Cl)cc3)c2)CC1	-20%	i	-26	-25%	1%	?	16%	-33%[inhibitor]	0%
Cc1ccc(CN2CCN(Cc3cccc(C)n3)CC2CCO)cc1 (stereo unspecified)	4%	i	-24	2%	0%	-1%	25%	i	-7%
C/C(=N\NC(=O)c1ccc(O)cc1)c1cccc(NC(=O)c2ccc(Cl)cc2)c1	5%	i	-7	2%	3%	?	0%	i	4%
COc1ccccc1CN(CC(=O)NCc1ccc2c(c1)OCO2)C(=O)c1ccc2c(c1)OCCO2	8%	i	-4	9%	1%	?	24%	-7%[57.5 µM]	5%
Fc1ccccc1CNCCC(Cc1ccccc1)c1ccc2c(c1)OCO2 (stereo unspecified)	1%	i	-16	-2%	0%	?	10%	i	6%
CC1Cc2ccccc2N1c1nc(C2CC2)nc2c1nnn2Cc1ccccc1 (stereo unspecified)	1%	i	?	-7%	8%	?	-20%	-25%[57.5 µM]	7%
COc1ccc(C=Cc2ccc3ccccc3n2)c(OC)c1	-5%	i	-2	15%	-26%	4.5µM*	0%	-14%	-21%
O=C(N/N=C1\CCCc2ccccc21)c1cccc([N+](=O)[O-])c1	5%	i	-20	-22%	-4%	-1%	-4%	-54%[inhibitor]	0%
O=C(COC(=O)C1CCN(S(=O)(=O)c2ccccc2)CC1)NC(=O)c1ccc(OC(F)F)cc1	2%	i	-6	3%	-2%	13%	23%	-3%	-6%
COc1ccc(NC(C)=O)cc1S(=O)(=O)Nc1ccc(C(=O)N2CCCC2)cc1	-2%	i	-16	-14%	-5%	7%	-33%	2%	-3%
CCn1c(COc2ccccc2)nnc1SCC(=O)Nc1cc(OC)ccc1OC	7%	i	3	2%	-1%	0%	40%	-40%[inhibitor][57.5 µM]	-8%
Cn1ncc2c(Nc3ccc4ccccc4c3)ncnc21	21%	i	28	10µM*	-6%	56%[activator]	-2%	i	-8%
CS(=O)(=O)NCCNc1cc(Cl)ccc1[N+](=O)[O-]	1%	i	14	-13%	1%	-3%	11%	i	8%
COc1ccc(C)cc1S(=O)(=O)NC1CCCC1	-8%	i	-12	13%	7%	-6%	-9%	i	3%
CC(C)N(Cc1cn(C)nc1-c1cccc(Cl)c1)Cc1nccn1C	0%	i	-6	-6%	4%	?	-12%	-1%	13%
COc1ccccc1NC(=O)NNC(=O)C(C)Oc1ccc2ccccc2c1 (stereo unspecified)	2%	i	2	-4%	-2%	?	-2%	i	4%
COCCCNC(=O)CSc1nc2cc(OC)c(OC)cc2c2nc(-c3ccccc3)nn12	0%	.	.	17%	.	7%	-21%	-35%[inhibitor]	-5%
Cc1ccc(OCCCCN(C)Cc2ccccc2)c(Br)c1	-2%	i	-55*	-18%	13%	?	-16%	-86%[inhibitor]	-39%[inhibitor]
CCOC(=O)c1nn(-c2ccc(C)cc2)c(=O)c2c(N)scc12	-1%	i	?	0%	-4%	19%	43%	?	1%
O=C(CSc1nc2ccccc2s1)Nc1ncccn1	1%	i	-7	0%	2%	8%	16%	i	-6%
C[C@@H]1CCC2[C@](C)(CO)[C@@H](O)CC[C@]2(C)[C@@]12C[C@](CO)(CC(=O)O)CO2 (stereo partly specified)	4%	i	3	22%	4%	14%	-5%	i	4%
CC[n+]1ccc(/C=C/c2ccc(N(C)C)cc2)c2ccccc21	-3%	i	-3	-86%[inhibitor]	-60%[inhibitor]	?	?	-53%[inhibitor]	-75%[inhibitor]
CN(C)CCCn1c(SCC(=O)Nc2nc(-c3cccc(Br)c3)cs2)nc2ccccc2c1=O	10%	i	-12	-17%	0%	11µM*	46%	i	-22%

Among those listed so far, 2 contain bromine:
SMILES	GLP-1R agonist	pAkt inh	DRD3 antagonist	TDP43 rescue	aSyn yeast inh	GLP-1R inv ag	FUS suppressor	PTHR1 ag	Abeta rescue
Cc1ccc(OCCCCN(C)Cc2ccccc2)c(Br)c1	-2%	i	-55*	-18%	13%	?	-16%	-86%[inhibitor]	-39%[inhibitor]
CN(C)CCCn1c(SCC(=O)Nc2nc(-c3cccc(Br)c3)cs2)nc2ccccc2c1=O	10%	i	-12	-17%	0%	11µM*	46%	i	-22%

Two compounds picked at random from the list so far, as already listed:
SMILES	GLP-1R agonist	pAkt inh	DRD3 antagonist	TDP43 rescue	aSyn yeast inh	GLP-1R inv ag	FUS suppressor	PTHR1 ag	Abeta rescue
S=C(Nc1ccc(Cl)c(Cl)c1)NN1CCOCC1	-3%	i	-10	-11%	6%	-17%	.	i	0%
Cc1ccc(OCCCCN(C)Cc2ccccc2)c(Br)c1	-2%	i	-55*	-18%	13%	?	-16%	-86%[inhibitor]	-39%[inhibitor]

New compounds follow
SMILES	GLP-1R agonist	pAkt inh	DRD3 antagonist	TDP43 rescue	aSyn yeast inh	GLP-1R inv ag	FUS suppressor	PTHR1 ag	Abeta rescue
COc1ccc(-n2c(SCC(=O)N(C)c3ccccc3)nc3c([nH]c4ccccc43)c2=O)cc1OC	4%	i	1	12%	0%	37%[activator]	15%	-12%	11%
CCN1C(=O)[C@H]2[C@@H](c3ccc(-c4cccc(Cl)c4)c(OC)c3)N[C@@](C)(C(=O)OC)[C@H]2C1=O	7%	i	-3	-10%	-2%	?	?	-43%[inhibitor]	-3%
O=C(Nc1ccc(C(=O)O)cc1)/C(=C\c1ccc(F)cc1)NC(=O)c1ccco1	0%	i	-2	-23%	-4%	2%	3%	-18%	-7%
Cc1cc(C)n2ncc(/C(N)=N/OC(=O)Nc3ccc(Cl)cc3)c2n1	-2%	i	?	17%	?	-2%	-8%	-30%[inhibitor]	-2%
O=C1N[C@@H](c2ccccc2)COC(=O)[C@@H](Cc2ccc(F)cc2)CC/C=C/C[C@H]1CC(=O)N(CCO)Cc1ccccc1	-7%	i	39	21%	9%	-42%	?	-37%[inhibitor]	4%
COc1ccc(-c2csc(C(O)(c3ccccc3)C(F)(F)F)n2)cn1 (stereo unspecified)	20%	i	-9	12%	16%	?	?	-16%	-17%
CCOC(=O)c1ccc(N2CCN(c3cccc(Cl)c3)CC2)c(NC(=O)Nc2ccc(OC)cc2OC)c1	.	.	.	-10%	.	3%	4%	4%	-16%
Cc1cc(Cl)ccc1OCC(=O)OCC(=O)NC1CCCC1	-2%	i	-8	5%	2%	1%	.	0%	10%
Cc1cc(NC(=O)C23CCC(C)(C(=O)O2)C3(C)C)no1 (stereo unspecified)	4%	i	-27	-19%	-1%	1%	18%	?	-5%
Cc1cc(C)cc(OC(=O)c2snnc2C)c1	.	.	.	-19%	.	2%	-7%	i	-27%
CN1CCN(C(=S)Nc2ccc(Cl)c(Cl)c2)CC1	1%	i	0	-7%	2%	0%	.	-13%	0%
C#CCOCCOCCOCCNc1nc(N2CCN(C(=O)[C@H]([C@@H](C)CC)n3cc([C@@H](N)CC(C)C)nn3)CC2)nc(N2CCN(C(=O)[C@H](CCCCN)n3cc([C@@H](N)CC(C)C)nn3)CC2)n1	-4%	i	6	25%	3%	7%	7%	-22%	9%
Cc1nn(-c2ccccc2[N+](=O)[O-])c(=O)c2ccccc12	6%	i	-9	-2%	1%	-3%	-9%	-17%	-8%
CCOc1cccc(CC(=O)NCc2ccc3c(c2)CCN3C(=O)c2ccc(F)cc2)c1OCC	.	.	.	28%	.	6%	-14%	-20%	6%
COc1ccc(S(=O)(=O)N(CC(=O)N2CCN(c3ccccc3OC)CC2)c2ccccc2)cc1	-3%	i	67	14%	6%	10µM*	?	-14%[57.5 µM]	18%
CC(=O)C1=C(C)Nc2ncnn2C1c1ccc(Cl)cc1Cl (stereo unspecified)	7%	i	?	0%	-1%	-17%	19%	?	-11%
Cn1cccc1C(=O)OCc1csc(-c2ccccc2)n1	-1%	i	32	18%	-16%	?	?	-34%	-11%

Ordered by the number under GLP-1R agonist (ascending): three of the compounds above
SMILES	GLP-1R agonist
O=C1N[C@@H](c2ccccc2)COC(=O)[C@@H](Cc2ccc(F)cc2)CC/C=C/C[C@H]1CC(=O)N(CCO)Cc1ccccc1	-7%
Cn1cccc1C(=O)OCc1csc(-c2ccccc2)n1	-1%
COCCCNC(=O)CSc1nc2cc(OC)c(OC)cc2c2nc(-c3ccccc3)nn12	0%
